Screening data as filed in PubChem BioAssay.
Efa HMGR inh – blocks class II HMG-CoA reductase of Enterococcus faecalis. purified E. faecalis HMGR, NADPH absorbance 340 nm kinetic. inhibition, % at 10 µM. 0.41% of 190,000 active. AID 1066;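 active = inhibition above a set limit, the median over all tested compounds plus 3 SD, cut at about 9.5% in these data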;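 also: enzyme runs in reverse so mevalonate oxidation gives rising NADPH absorbance; 0% = complete reaction with DMSO and 100% = background rate lacking mevalonate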
PMI act hi M6P – increases human PMI activity with near-saturating mannose 6-phosphate; AID 1216; P34949; 0.34% of 190,000 active; coupled PMI enzyme assay, resazurin fluorescence, 20 min; hits give high values; 1 = untreated enzyme, 0 = substrate-free blank; activation factor at 20 µM;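 active = activation factor of 2 or more at 20 µM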
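Technique: Diaphorase-driven resazurin-to-resorufin fluorescence, excitation 544, emission 590 nm | Assay system: Human PMI in coupled enzyme assay | Times: Enzyme reaction with compound 20 min at room temperature | Medium: HEPES-buffered pH 7.4 with magnesium and detergent | Reagent: Mannose-6-phosphate 1.0 mM (near-saturating) plus 0.22 mM NADP+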
RAM network inh – yeast RAM network inhibition | AID 868 | 1.8% of 190,000 active | S. cerevisiae dse1pr::URA3 reporter, 5-FOA growth OD615, 2 d; analog-sensitive cbk1-as2 kinase mutant strain | inhibition, % at 50 µM;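 active = inhibition above a set limit, 3 SD over mean compound inhibition, cut at about 8.4% in these data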;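 also: 0% = DMSO-only wells with no growth and 100% = 10 µM 1-NA-PP1 full growth; inhibition rescues growth on 5-FOA so higher OD means more RAM inhibition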
DTT redox prof – compounds producing H2O2 with reducing agent – biochemical, NIH compound library profiling, artefact control for MLSCN library redox annotation, primary screen; AID 878; DTT-dependent redox cycling H2O2, phenol red/HRP absorbance; 100% = 100 µM peroxide control, 0% = buffer; 0.03% of 200,000 active; activation, % at 10 µM;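 active = activation of at least 50% relative to the plate's high and low controls in the primary single-dose screen; inactive = activation below 50%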;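 also: compound incubated with DTT at 0.8 mM final as the reducing agent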
L major viab – inhibitors of Leishmania major promastigote growth; Leishmania major promastigotes, resazurin fluorescence viability; inhibition, % at 10 µM; 9% of 200,000 active; in the data active = inhibition above about 50%;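 also: promastigotes grown with compound for 44 hours at 28 °C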
TNAP inh hi DEA – TNAP (human) inhibition, high acceptor; P05186; purified TNAP, CDP-star luminescence, 1 M DEA; inhibition, % at 20 µM; 0.03% of 200,000 active;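 active = over 50% inhibition of tissue-nonspecific alkaline phosphatase at 20 µM in the single-dose screen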;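 also: plate controls were DMSO wells for no effect and EDTA-quenched wells as full inhibition for full effect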
Target sequence (P05186 whole entry, looked up): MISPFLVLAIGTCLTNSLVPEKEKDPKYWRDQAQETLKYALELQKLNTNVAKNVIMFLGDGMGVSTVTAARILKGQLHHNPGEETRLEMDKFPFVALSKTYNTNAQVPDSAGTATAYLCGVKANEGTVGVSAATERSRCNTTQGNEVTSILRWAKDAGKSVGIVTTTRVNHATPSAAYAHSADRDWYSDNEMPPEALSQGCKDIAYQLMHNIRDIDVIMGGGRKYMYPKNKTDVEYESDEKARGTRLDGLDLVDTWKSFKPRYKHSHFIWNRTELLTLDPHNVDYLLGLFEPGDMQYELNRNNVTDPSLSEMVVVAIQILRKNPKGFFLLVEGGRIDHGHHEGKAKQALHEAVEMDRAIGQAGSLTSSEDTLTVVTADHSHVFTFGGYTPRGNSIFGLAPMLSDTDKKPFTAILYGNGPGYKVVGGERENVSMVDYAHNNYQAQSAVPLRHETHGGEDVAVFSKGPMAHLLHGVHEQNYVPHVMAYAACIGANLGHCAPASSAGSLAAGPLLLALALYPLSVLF
S1P3 antag – antagonists of human S1P3 receptor; Q99500; CHO S1P3 NFAT-BLA reporter, FRET fluorescence, antagonist mode; inhibition, % at 4.98 µM; 0.27% of 170,000 active; AID 485;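 active = inhibition above the plate cutoff, the mean inhibition of test wells on that plate plus 3 SD, cut at about 28% in these data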;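 also: cells challenged with S1P at its EC80 of 0.8 µM; blue over green emission ratio from cleaved BLA substrate after 4 h stimulation; 0% = S1P-stimulated wells and 100% = unstimulated DMSO-only wells; some compounds past the cut are filed as inactive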
Target sequence (Q99500 whole entry, looked up): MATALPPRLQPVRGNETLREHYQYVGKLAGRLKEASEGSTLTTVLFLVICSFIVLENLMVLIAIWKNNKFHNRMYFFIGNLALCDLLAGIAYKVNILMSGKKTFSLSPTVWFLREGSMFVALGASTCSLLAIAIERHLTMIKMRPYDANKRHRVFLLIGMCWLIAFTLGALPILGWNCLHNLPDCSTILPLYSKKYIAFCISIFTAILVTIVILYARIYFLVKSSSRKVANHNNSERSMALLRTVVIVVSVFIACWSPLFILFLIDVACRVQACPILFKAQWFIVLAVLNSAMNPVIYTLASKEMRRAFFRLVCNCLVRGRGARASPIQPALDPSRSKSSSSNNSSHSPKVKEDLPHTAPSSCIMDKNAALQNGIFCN
TNAP inh no acc – inhibitors of human TNAP without phosphate acceptor | P05186 | purified TNAP, CDP-star luminescence, 30 min | inhibition, % at 20 µM | 0.26% of 200,000 active | AID 1012;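 active = tissue-nonspecific alkaline phosphatase inhibition above about 50% at 20 µM in the single-dose screen, limit read from the data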;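 also: 0% = DMSO negative control and 100% = EDTA positive control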
Hsp70 activator – transcriptional activators of Hsp70; HeLa Hsp70 promoter luciferase reporter, luminescence; scaled: vehicle 0, proteasome-inhibitor control 100%; activation, % at 10 µM; 0.04% of 200,000 active;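 active = activation above the mean across all tested compounds plus 3 SD, cutoff set per campaign, cut at about 5.5% in these data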;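 also: 100% = MG132 at 30 µM as the positive control and 0% = DMSO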
PMI act – phosphomannose isomerase (human) activation; P34949; purified human PMI, coupled resazurin fluorescence, 20 min; hits give high values; 1 = vehicle control, 0 substrate-free wells; activation factor at 20 µM; 0.005% of 190,000 active;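 active = activation factor of 2 or more at 20 µM, relative to plate controls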
* hit, by the source's call; . = not tested or not shown.

Structure | PMI act hi M6P | S1P3 antag | DTT redox prof | PMI act | Efa HMGR inh | RAM network inh | L major viab | TNAP inh hi DEA | TNAP inh no acc | Hsp70 activator
CC1CC(C)CN(c2nc(NCc3ccco3)nc(N)c2[N+](=O)[O-])C1 (stereo unspecified) | 1.1 | 4.1 | -1.0 | 1.1 | -2.3 | -0.6 | 14.9 | 7.4 | 4.8 | -0.4
O=C(c1ccco1)N1CCN(C(=O)c2cccc3c2C(=O)N(C2CCCCC2)C3)CC1 | 1 | -4.4 | -0.1 | 1.1 | -2.5 | 1.6 | -5.2 | 0.0 | -7.2 | -0.1
Cc1ccc(CN2CCNC(=O)C2CC(=O)N(C)CCc2ccccc2)cc1 (stereo unspecified) | 0.9 | -13.2 | -0.5 | 0.9 | -5.4 | 0.2 | -3.8 | -10.1 | -13.3 | 0.2
CN(C)S(=O)(=O)c1cccc(-c2nnc(SCCNCCO)n2-c2ccc(F)cc2)c1 | 1 | 0.0 | -0.7 | 1.1 | 0.6 | 1.3 | -1.1 | -2.8 | -10.0 | 0.0
c1ccn2cc(-c3ccc4c(c3)OCO4)cc2c1 | 1.1 | -0.7 | -0.5 | 1.4 | 7.2 | 1.8 | 16.6 | 1.6 | -2.6 | -0.5
Cc1cccc(NC(=O)COc2ccc(Br)cc2C)n1 | 1 | 4.7 | 1.3 | 0.9 | 2.6 | 4.7 | -3.9 | 0.8 | -1.7 | 0.5
O=C(NCc1ccco1)C(=O)NCC1OCCN1S(=O)(=O)c1ccc(Cl)cc1 (stereo unspecified) | 1 | -15.5 | 0.4 | 1 | -0.7 | 2.6 | -8.4 | -4.4 | -6.1 | -0.2
O=[N+]([O-])c1ncn(Cc2ccccc2Cl)n1 | 0.9 | 14.4 | -0.1 | 1 | -0.2 | 1.7 | -2.9 | -3.0 | -7.9 | -0.6
O=C(CCC(=O)N(CC(=O)NC1CCCC1)Cc1cccs1)Nc1nccs1 | 0.9 | 0.4 | -0.1 | 1 | 2.5 | 0.6 | -5.0 | -2.0 | -5.3 | -0.2
COc1cc2c(-c3ccc(O)cc3)nc3c(c(C)nn3-c3ccccc3)c2cc1OC | 0.9 | -10.4 | -0.2 | 0.9 | -1.7 | 4.9 | 63.1* | -4.8 | 20.0 | -0.3
Cc1ccc(C(=O)NC(=S)NNC(=O)COc2ccccc2C)cc1 | 1.2 | -5.7 | -2.0 | 1 | -3.8 | 2.4 | -8.7 | -4.3 | -41.8 | 1.0
CC/C(=C\c1oc2cc3ccccc3cc2[n+]1CC)Nc1ccccc1 | 0.8 | 10.7 | -0.3 | 1.2 | -1.6 | -0.9 | 100.3* | -3.9 | -2.3 | -0.3
CCCCCOC(=O)c1cc(=O)[nH]c2ccccc12 | 0.9 | -2.8 | -1.3 | 0.8 | -10.3 | 4.3 | -10.5 | -6.1 | -8.0 | -0.2
O=C(COc1ccc(Cl)cc1)NCc1nnc(SCC(=O)NCCc2ccccc2)o1 | 1 | -4.8 | -0.1 | 0.9 | -2.5 | 1.0 | -2.3 | -2.1 | -11.0 | -0.2
O=C(NNS(=O)(=O)c1cccc(Cl)c1)c1cc(-c2ccc(F)cc2)nc2ccccc12 | 0.8 | 12.3 | -0.6 | 1 | 0.5 | 2.1 | 1.7 | -1.1 | 0.3 | 0.6
CC(C)n1c(SCC(=O)Nc2ccc3c(c2)OCO3)nc2c1c(=O)n(C)c(=O)n2C | 0.9 | -12.8 | 1.9 | 1.2 | -3.6 | 3.9 | 2.1 | -3.9 | -1.7 | -0.1
CC(C)(C)NC(=O)COc1ccc(-c2ccccc2)cc1 | 1 | . | 0.0 | 1 | -3.8 | 1.3 | 0.6 | -2.2 | -13.3 | -0.3
O=C(CCn1c(=O)oc2ccccc21)N(Cc1ccccc1)c1ccccn1 | . | -10.1 | 0.5 | . | 0.1 | -0.2 | -4.0 | . | . | 0.0
C=C[C@]1(C)C[C@H]1[C@H](NP(=O)(c1ccccc1)c1ccccc1)c1ccccc1 | 1 | -2.8 | 0.3 | 1 | 0.4 | 1.2 | 19.0 | -1.8 | -5.4 | -0.1
O=C(CCNC(=O)c1ccc(Cl)cc1)Nc1ccc(F)cc1F | 0.9 | -5.0 | -0.2 | 1 | -0.6 | 1.1 | 2.3 | -6.1 | -7.7 | -0.2
CCC1(CC)NC(=O)NC1=O | 1 | 0.7 | 2.6 | 1 | -5.3 | -0.3 | -5.5 | -6.6 | -15.1 | 0.4
O=C(Nc1ccccc1)C1=C[C@@H](c2ccccc2)C[C@@H](OCc2ccc(CO)cc2)O1 | 0.8 | -7.5 | -1.1 | 0.8 | -0.7 | 9.9* | 30.1 | 1.3 | -4.7 | 0.2
O=C(Nc1cccc(F)c1)/C(=C\c1cccnc1)NC(=O)c1ccco1 | 1 | -13.1 | 9.0 | 1 | -5.8 | 2.5 | -7.1 | -4.4 | -13.2 | -0.1
Cc1ccc(C2CC2c2n[nH]c(=S)n2-c2cccc(C)c2)cc1 (stereo unspecified) | 0.8 | -7.3 | 0.9 | 0.8 | 0.5 | 4.2 | -2.7 | 0.6 | -6.4 | -0.2
Cn1c(=O)[nH]c(=O)c2c1ncn2CCCc1ccccc1 | 1.1 | -23.3 | 0.9 | 1.1 | -0.5 | -0.9 | -4.0 | 0.6 | -7.1 | -0.2
N#C/C(=C\c1cccc([N+](=O)[O-])c1)c1nnc2n1CCCCC2 | 0.9 | -2.3 | 0.2 | 0.9 | 3.2 | 3.6 | 60.9* | 1.3 | -4.1 | 0.3
Cc1ccccc1NS(=O)(=O)c1cc(C(=O)NCCC2=CCCCC2)ccc1Cl | 0.9 | . | -6.6 | 0.9 | -2.1 | 5.3 | 12.7 | -2.2 | -8.4 | -0.1
CCOC(=O)C1CCN(C(=O)CCn2c(=O)[nH]c3ccsc3c2=O)CC1 | 1.1 | . | -0.2 | 1 | -1.5 | 2.1 | 0.0 | -5.1 | -10.2 | -0.3
COc1ccccc1-c1nnc(NC(=O)c2ccc3ncsc3c2)o1 | 1.2 | -5.2 | -0.3 | 1.2 | -5.0 | 3.0 | 80.7* | -3.1 | -79.7 | 0.2
Cc1cccc(-n2cnc(C(=O)Nc3cccnc3)c2)n1 | 0.9 | . | 0.0 | 0.9 | -3.7 | 3.2 | 10.3 | -1.6 | -18.1 | 0.3
C/C(=C\C(=O)c1ccccc1)Nc1cccc(O)c1 | 0.9 | -27.0 | 0.0 | 0.9 | -6.6 | 1.5 | 0.8 | -4.1 | -16.1 | 0.7
CCOC(=O)Nc1cccc2ccccc12 | 0.9 | -0.3 | -2.0 | 1 | -3.2 | -1.0 | -7.5 | -3.1 | -7.0 | 0.2
CCc1cc2c3c(c(=O)oc2cc1O)CCCC3 | 0.8 | -7.9 | 0.4 | 0.8 | -1.1 | 1.1 | 40.6 | -2.4 | -8.8 | 0.2
CC1Cc2ccccc2N1C(=S)NC(=O)c1ccco1 (stereo unspecified) | 1.1 | -18.5 | 0.3 | 1 | 2.2 | -1.1 | -0.2 | -5.2 | -12.0 | -0.1
CC1CCN(c2ccc(C(=O)Nc3nnc(C4CC4)s3)cc2[N+](=O)[O-])CC1 | 1 | -16.1 | -0.8 | 0.9 | -4.5 | 1.9 | 46.1 | 4.8 | 22.2 | 0.4
COC(=O)CN(c1nc(C)cc(OC)n1)S(=O)(=O)c1ccccc1 | 0.8 | . | 0.8 | 0.7 | 0.8 | 1.6 | -4.3 | -4.7 | -12.6 | -0.1
CCCCS(=O)(=O)Nc1ccc(C)cn1 | 0.4 | -4.5 | 0.4 | 1 | -0.8 | 0.8 | 6.1 | -2.7 | -10.8 | -0.1
O=C(NCCc1nnc2ccc(NCc3cccnc3)nn12)c1ccccc1F | 0.9 | -2.1 | -0.4 | 1 | -3.2 | 1.0 | -6.0 | -5.2 | -15.0 | -0.3
COc1ccc(NC(=O)c2cc(Cl)ccc2Cl)c([N+](=O)[O-])c1 | 0.9 | -8.5 | -0.3 | 1 | -0.3 | 3.3 | -4.4 | -1.0 | -5.8 | -0.3
Cc1ccc(-c2nc(NC(=O)CSc3ccc4ccccc4n3)ns2)cc1 | 0.9 | -0.6 | 1.3 | 1 | -0.7 | 3.0 | 1.4 | -1.6 | -9.8 | -0.2
Cc1cc(SCC(=O)Nc2ccccc2)nc(C)n1 | 1.1 | -28.4 | 2.4 | 1.1 | -9.2 | -0.9 | -0.4 | -5.1 | 0.7 | -0.1
CC(=O)NC1(C(F)(F)F)NC(=O)N(CC(C)C)C1=O (stereo unspecified) | 1 | -50.5 | 0.2 | 1 | -1.6 | 3.5 | -7.5 | -3.0 | -11.6 | -0.3
CCNC(=O)CCSc1nc(C)cc(C)n1 | 1 | 0.1 | 0.1 | 1 | -5.6 | 1.7 | -6.0 | -0.9 | -7.4 | -0.1
O=S(=O)(NC1c2cccc3cccc(c23)C1N1CCN(CCO)CC1)c1ccccc1 (stereo unspecified) | 1 | -4.3 | 1.9 | 1 | -1.1 | 2.2 | 71.1* | -7.3 | -8.0 | -0.1
COc1ccc(N2CCN(c3ccc(Cl)nn3)CC2)cc1 | 1 | 5.9 | -0.1 | 1 | -0.2 | 1.4 | 1.8 | 1.0 | -8.2 | 0.4
COc1cccc(NC(=O)CCc2nc(-c3ccccc3F)no2)c1 | 1 | . | -2.0 | 0.9 | -4.8 | 0.7 | -0.3 | -7.1 | -6.7 | -0.1
CC(C)OC(=O)c1cccc(C(=O)Nc2cccc(NC(=O)c3cccc(C(=O)OC(C)C)n3)n2)n1 | 0.8 | 10.3 | 0.0 | 0.8 | -0.3 | 7.6 | -5.0 | -3.9 | -114.1 | -0.2
Cc1ccc(OCC(=O)Nc2ccc3c(c2)OCO3)c(C)c1 | 1 | 12.5 | -0.3 | 1 | 1.8 | 7.5 | 40.4 | -5.6 | -5.8 | 0.2
O=C(CCc1ccccc1)Nc1ccc(N2CCOCC2)c(Cl)c1 | 0.9 | . | -0.4 | 0.9 | 6.8 | 0.0 | -0.4 | 1.9 | -3.7 | -0.1
COc1ccccc1CNC(=O)c1ccc(NS(C)(=O)=O)cc1 | 1 | 4.2 | 1.2 | 1 | -1.6 | 0.5 | -2.3 | -2.4 | -7.2 | 0.9
CCN(CC)CCOC(=O)c1c(C)oc2ccc(O)cc12 | 0.9 | 9.9 | 4.6 | 0.2 | 0.1 | -0.1 | 0.5 | -4.9 | -13.2 | -0.5
CCOc1cc(CNc2ccc(S(N)(=O)=O)cc2)ccc1OCC(=O)NC(C)(C)C | 0.9 | 8.0 | 0.7 | 0.9 | -0.3 | 2.6 | -1.9 | -3.5 | -6.2 | 0.1
